Bioassay records as filed in PubChem BioAssay.
B2AR arrestin – beta2AR (human) beta-arrestin recruitment activity; AID 492947; beta-arrestin recruitment to beta2AR, cell-based reporter; P07550; Potency, µM (doses to about 46.1 µM), inactives show top-dose activation, most hits filed as activators; hit rate 0.02% among 330,000;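 note: potency is the fitted concentration of half-maximal effect; 0% = DMSO controls and full agonism = EC100 isoproterenol or metaproterenol; nearly all actives have a fitted effect of over 65% in size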
CXXC DNA block – blocks binding of human MLL CXXC domain to DNA; MLL-CXXC / FITC-HOXA9 DNA fluorescence polarization; Potency, µM (highest dose often 115 µM), without a hit: at the highest dose activity change, negative = inhibition, most hits filed as inhibitors; hit rate 0.037% among 290,000; AID 2662; active = well fitted inhibition curve with a large enough effect in the polarisation, with a control signal flat, not every such curve was filed as active; inconclusive = small, poorly fitted or top-dose-only effect, or effect the other way, or a change in a side signal; inactive = no such curve, though single readings can be large or run the other way; the % refers to the polarisation; note: potency is the fitted concentration of half-maximal effect
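Purified MLL-CXXC (added from a 7 uM solution) was preincubated 5 min at ambient with pinned compounds in 50 mM Tris-HCl pH 7.5, 50 mM NaCl, 1 mM DTT, 0.05% BSA. Fluorescein-labeled HOX-A9 DNA (50 nM solution) followed, 30 min, then polarization read.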
KCNH2 WT inh – inhibitors of human wildtype KCNH2 potassium channel | activity change, % at 1.84 µM | Q12809 | U2OS, BacMam KCNH2, thallium flux FluxOr; hits give low values | hit rate 0.37% among 340,000;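 active = maximum activity change below -70%; inconclusive = maximum activity change between -70% and -50%; inactive = maximum activity change above -50%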; note: % is set by controls: 0 for no effect and ±100 for the full control effect
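U2OS cells were transduced with wild-type KCNH2 virus (2.03 x 10^8 / mL) for 4 h at room temperature, then cultured overnight at 37 C. Thallium flux was read with FluxOr dye. Rate constants were normalized to DMSO controls.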
Giardia kill – kills Giardia lamblia; Giardia lamblia trophozoite viability; hit rate 0.15% among 340,000; activity change, % at 7.66 µM, hits read low; AID 540267; in the data active = activity change below about -80%; inconclusive = between about -30% and that limit;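 note: parasites exposed to compound for two days anaerobically before the ATP read; % is set by controls: 0 for no effect and ±100 for the full control effect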
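Trophozoite viability was measured as ATP-dependent luminescence, read 15-30 min after reagent addition. Before that, parasites at 100 cells/well were exposed to compounds for 48 h, anaerobically, at 37 deg C.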
Menin-MLL TR inh – displaces Texas Red mutant MLL peptide from human menin; Menin + Texas Red MLL mutant peptide, fluorescence polarization; Potency, µM (top dose mostly 61.6 µM), without a hit: at the top dose FP activity change, negative = inhibition, most hits filed as inhibitors; hit rate 0.23% among 270,000; AID 1768; active = well fitted inhibition curve with a large enough effect in the polarisation, with a control signal flat, not every such curve was filed as active; inconclusive = small, poorly fitted or top-dose-only effect, or effect the other way, or a change in a side signal; inactive = no such curve, though single readings can be large or run the other way; the % refers to the polarisation; note: potency is the fitted concentration of half-maximal effect; % of control where 0% means no effect; many of its hits are not listed in these tables
Target sequence (O00255 whole entry, looked up): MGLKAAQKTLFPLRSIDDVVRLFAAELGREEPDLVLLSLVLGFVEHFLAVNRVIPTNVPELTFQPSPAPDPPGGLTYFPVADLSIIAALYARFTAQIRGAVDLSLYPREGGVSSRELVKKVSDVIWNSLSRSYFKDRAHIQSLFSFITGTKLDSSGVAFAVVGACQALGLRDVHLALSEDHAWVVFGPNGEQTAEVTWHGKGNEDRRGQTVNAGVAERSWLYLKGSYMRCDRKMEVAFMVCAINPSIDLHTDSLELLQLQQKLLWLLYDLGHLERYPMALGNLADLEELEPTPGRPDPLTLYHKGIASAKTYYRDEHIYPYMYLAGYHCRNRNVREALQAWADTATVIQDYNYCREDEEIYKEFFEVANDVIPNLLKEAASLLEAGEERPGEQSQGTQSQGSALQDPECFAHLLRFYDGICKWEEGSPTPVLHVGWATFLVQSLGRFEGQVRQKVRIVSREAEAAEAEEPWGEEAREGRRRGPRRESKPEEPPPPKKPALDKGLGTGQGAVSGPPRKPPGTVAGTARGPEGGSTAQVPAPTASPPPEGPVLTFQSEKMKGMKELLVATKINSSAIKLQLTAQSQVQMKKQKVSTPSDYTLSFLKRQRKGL
KCNH2 3.1 block – inhibitors of human KCNH2 3.1 potassium channel isoform. U2OS KCNH2 3.1, thallium flux FluxOr; hits give low values. activity change, % (tested at about 1.8 µM). hit rate 0.95% among 340,000;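 active = maximum activity change below -70%; inconclusive = maximum activity change from -70% to -50%; inactive = maximum activity change above -50%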;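 note: thallium influx rate constant from kinetic fluorescence after stimulation buffer; % is set by controls: 0 for no effect and ±100 for the full control effect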
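FluxOr-based Tl+ influx in U2OS cells transduced with KCNH2 3.1 virus; rate constants normalized to DMSO controls.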
GALK inh – galactokinase (human) inhibition; Potency, µM (highest dose often 57.5 µM), without a hit: top-dose activity change, negative = inhibition, most hits filed as inhibitors; Purified GALK, Kinase-Glo residual ATP luminescence; hit rate 0.007% among 270,000; note: potency is the fitted concentration of half-maximal effect; % is set by controls: 0 for no effect and ±100 for the full control effect
Target sequence (P51570 whole entry, looked up): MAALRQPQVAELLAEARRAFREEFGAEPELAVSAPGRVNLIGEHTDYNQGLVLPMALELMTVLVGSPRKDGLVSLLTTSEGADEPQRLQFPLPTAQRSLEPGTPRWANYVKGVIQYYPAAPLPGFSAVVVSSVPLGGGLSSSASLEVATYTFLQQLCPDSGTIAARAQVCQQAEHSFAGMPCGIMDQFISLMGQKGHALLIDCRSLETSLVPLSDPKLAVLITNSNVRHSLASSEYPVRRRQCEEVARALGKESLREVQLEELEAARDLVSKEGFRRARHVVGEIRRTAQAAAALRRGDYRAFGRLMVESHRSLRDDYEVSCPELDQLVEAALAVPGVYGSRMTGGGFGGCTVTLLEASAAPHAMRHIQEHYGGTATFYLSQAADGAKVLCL
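Luminescence from leftover ATP (Ultra-Glo luciferase/luciferin) served as read-out after a 1 h room-temperature reaction of 5 nM GALK with 35 uM ATP and 100 uM galactose.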
USP2a block – blocks human ubiquitin-specific protease USP2a | O75604 | USP2 core, Ub-CHOP2 coupled fluorogenic reporter, 485/531 | Potency, µM (series often up to 38.3 µM), inactives show at the top dose activity change, negative = inhibition, actives largely listed as inhibitors | hit rate 0.01% among 330,000 | AID 463254;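 note: potency is the fitted concentration of half-maximal effect; plate controls were DMSO wells for no effect and full inhibition by NEM control for full effect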
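Deubiquitinase activity read as fluorescence (485/531 nm) after Ub-CHOP2 cleavage activates the enterokinase reporter on its substrate; USP2 core 10nM, Ub-CHOP2 and substrate 25nM each, 30min compound preincubation then 60min RT; data normalized to NEM, curves fitted.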
TRPV1 ag – activates the human vanilloid receptor TRPV1 | Q8NER1 | activation, % at 8.33 µM | hit rate 0.19% among 320,000 | AID 540275 | TRPV1-expressing cells, Fluo-8 calcium influx, agonist mode; in the data active = activation above about 80%; inconclusive = between about 30% and that limit; note: 0% is about no effect
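TRPV1-expressing cells were cultured overnight at 35.5C and loaded with Fluo-8 calcium dye for 40 to 90 min at room temperature. After a 10 s baseline, compound was added and calcium influx was read kinetically for 3 min (ex 480/em 520 nm).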
Coupling enz – counter-screen for Giardia aldolase inhibitors: coupling enzyme system; coupling enzyme system counterscreen, AmpLite Red fluorescence; activity change, negative = inhibition, % at 58.2 µM, hits read low; hit rate 0.67% among 290,000; AID 2472; in the data active = activity change below about -30%; note: % is set by controls: 0 for no effect and ±100 for the full control effect
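Compounds tested against the coupling enzymes alone at 57.5 uM final; readout was AmpLite Red fluorescence (525/598 nm) after 20 min at RT.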
PKM2 activator – PKM2 (human) enzyme activation; P14618; purified PKM2, Kinase-Glo ATP luminescence, activation; response scale: 0% is enzyme alone, no compound; Potency, µM (series often up to 57.5 µM), for inactives: at the top dose activation, actives largely listed as activators; hit rate 0.34% among 260,000; AID 1631; note: potency is the fitted concentration of half-maximal effect; % is set by controls: 0 for no effect and ±100 for the full control effect; nearly all actives have a fitted effect of over 55% in size
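Kinase-Glo luminescence reports ATP generated from ADP (0.1 mM) and PEP (0.5 mM) by purified hPK-M2 after 1 h at room temperature, pH 7.2 imidazole buffer; intermediate enzyme activity allows detecting inhibitors and activators.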
Active calls of the source: *; i = inactive; ? = inconclusive; / = not tested or not shown; & = joins results of further samples; [ ] = dose if it differs, or a comment. Unless noted, calls come from the whole dose curve; as a rule, active = well fitted curve in the direction sought with a large enough effect; inconclusive = small, poorly fitted or top-dose-only effect, or another doubt; inactive = no such curve, though single readings can be large; an effect the other way counts as inactive or inconclusive. Some of the compounds tested; the hit share may differ from the screen's.

SMILES	B2AR arrestin	CXXC DNA block	KCNH2 WT inh	Giardia kill	Menin-MLL TR inh	KCNH2 3.1 block	GALK inh	USP2a block	TRPV1 ag	Coupling enz	PKM2 activator
CCOC(=O)c1ccc(NC(=O)Cn2cc3c(n2)CCC(C)C3)cc1 (stereo not given)	0.2%	-2%	-3	-1	19%	14	0%	-1%	-1	8	-2%
Cc1cc(-c2cccnc2)c(C#N)c(SCC#N)n1	-0.1%	-7%	-12	-16	1%	-10	-4%	1%	12	3	-9%
COc1ccc(CC(=O)NCCN2CCOCC2)cc1	-0.8%	-2%	5	2	3%	14	7%	-14%	1	1	/
COc1ccc(-c2nnc(SCc3nc4ccccc4s3)n2C(C)C)cc1	0.5%	-2%	2	25	?	5	0%	-1%	20	0	6%
CCN(CC)S(=O)(=O)c1ccc2[nH]c(=O)cc(C(=O)NCC3CCCO3)c2c1 (stereo not given)	-0.3%	/	-2	-1	/	-4	/	3%	0	/	/
CCOC(=O)N1CCN(C(=O)C2CCN(S(=O)(=O)c3cc(C)ccc3OC)CC2)CC1	-0.5%	?	-7	12	13%	3	-1%	1%	0	-1	0%
OC(CN1CCN(c2ccc(F)cc2)CC1)c1ccc(Cl)cc1 (stereo not given)	0.4%	-1%	7	-20	-20%	-15	3%	1%	12	2	/
CCN(CC)CCCNc1nc(C)cc(COC)c1C#N	-0.2%	1%	-1	-13	-10%	5	0%	-1%	3	0	-1%
CCOCCCNC(=O)CCc1nnc2n(CCC(C)C)c(=O)c3ccccc3n12	0.1%	3%	20	-10	-5%	-6	1%	-2%	1	1	/
COc1ccc(CN(C)C(=O)c2cc(S(=O)(=O)N3CCCCCC3)ccc2OC)cc1OC	0.0%	0%	0	-2	/	8	3%	-2%	4	/	1%
Cc1cc(C(C)(C)C)c(OC(=O)[C@@H]2OC(c3ccccc3)=C[C@H]2c2ccccc2)c(C(C)(C)C)c1	-1.0%	/	-29	6	/	-4	/	3%	26	/	/
N#Cc1ccccc1OCC(=O)NC(=O)NCc1ccccc1	-0.2%	0%	0	2	4%	19	0%	1%	0	-1	-3%
COc1ccc2nc(SCC(=O)NC3CC3)c(C#N)cc2c1	0.1%	26%	-2	30	-22%	1	-1%	0%	9	0	15%
O=C(CN(C(=O)c1ccco1)c1cccc(F)c1)NCc1ccc(F)cc1	-0.2%	-2%	-4	10	-4%	16	7%	-1%	1	0	-2%
O=C(CN1CCN(Cc2ccccc2)CC1)N1CCCCCC1	-0.4%	1%	-2	28	6%	-83*	3%	0%	-2	1	2%
CC(C)CC(=O)Nc1ccc(C(=O)CN2C(=O)NC3(CCOc4ccccc43)C2=O)cc1 (stereo not given)	3.2%	/	7	-1	/	11	/	0%	?	/	/
CC(C)(C)OC(=O)N/N=C/c1cccc([N+](=O)[O-])c1	0.2%	12%	1	-21	-5%	3	-2%	-8%	-2	-1	-2%
Cc1cc(C)n(-c2nc(N(C)C)nc(N(C)C)n2)n1	0.1%	1%	-5	1&6	4%	-6	-2%	3%	1	-2	-5%
CCOC(=O)c1c(NC(=O)CSc2nnc3c(n2)[nH]c2ccc(F)cc23)sc(C(C)=O)c1C	0.7%	51%[activator]	-2	-4	-22%	-2	-1%	2%	1	3	-2%
Cn1c(CN2CCOCC2)nc2cc(NC(=O)COc3ccccc3)ccc21	0.0%	8%	-6	-8	-12%	6	-2%	3%	2	-1	-7%

8 successive records out of the list so far, quoted:
SMILES	B2AR arrestin	CXXC DNA block	KCNH2 WT inh	Giardia kill	Menin-MLL TR inh	KCNH2 3.1 block	GALK inh	USP2a block	TRPV1 ag	Coupling enz	PKM2 activator
CCOC(=O)c1ccc(NC(=O)Cn2cc3c(n2)CCC(C)C3)cc1 (stereo not given)	0.2%	-2%	-3	-1	19%	14	0%	-1%	-1	8	-2%
Cc1cc(-c2cccnc2)c(C#N)c(SCC#N)n1	-0.1%	-7%	-12	-16	1%	-10	-4%	1%	12	3	-9%
COc1ccc(CC(=O)NCCN2CCOCC2)cc1	-0.8%	-2%	5	2	3%	14	7%	-14%	1	1	/
COc1ccc(-c2nnc(SCc3nc4ccccc4s3)n2C(C)C)cc1	0.5%	-2%	2	25	?	5	0%	-1%	20	0	6%
CCN(CC)S(=O)(=O)c1ccc2[nH]c(=O)cc(C(=O)NCC3CCCO3)c2c1 (stereo not given)	-0.3%	/	-2	-1	/	-4	/	3%	0	/	/
CCOC(=O)N1CCN(C(=O)C2CCN(S(=O)(=O)c3cc(C)ccc3OC)CC2)CC1	-0.5%	?	-7	12	13%	3	-1%	1%	0	-1	0%
OC(CN1CCN(c2ccc(F)cc2)CC1)c1ccc(Cl)cc1 (stereo not given)	0.4%	-1%	7	-20	-20%	-15	3%	1%	12	2	/
CCN(CC)CCCNc1nc(C)cc(COC)c1C#N	-0.2%	1%	-1	-13	-10%	5	0%	-1%	3	0	-1%

(list continues)
SMILES	B2AR arrestin	CXXC DNA block	KCNH2 WT inh	Giardia kill	Menin-MLL TR inh	KCNH2 3.1 block	GALK inh	USP2a block	TRPV1 ag	Coupling enz	PKM2 activator
CC(=O)n1cc([C@@H]2C=C(C(=O)N3CCOCC3)O[C@H](OCCCCO)C2)c2ccccc21	0.2%	?	0	15	-2%	-2	1%	-1%	1	0	2%
COc1cc2c(cc1OC)C(c1cccc(Cl)c1Cl)CC(=O)N2 (stereo not given)	-0.3%	22%	-11	13	5%	-6	2%	0%	-1	-2	0%[11.5 µM]
CSc1ccccc1NC(=O)COc1ccc(Cl)cc1C	-0.5%	6%	1	-16	27%	-2	-2%	1%	8	-2	-1%
CC(=O)c1c(C)[nH]c2ccccc2c1=O	0.5%	-15%	-3	4	7%	7	0%	0%	-3	1	1%
Clc1ccccc1CN1CCN(CCCc2ccccc2)CC1	0.2%	?	17	5	-6%	-78*	4%	-2%	0	-1	-8%
O=C(NCc1ccc(Cl)c(Cl)c1)c1cccnc1	0.1%	9%	-12	1	-2%	-4	0%	-2%	11	0	2%
CCCCCCCCCCC[N+](C)(C)CC/C=C1/c2ccccc2Sc2ccc(Cl)cc21	0.4%	1%	2	2	?	-13	-2%	?	21	0	/
Cc1ccccc1N(CC(=O)NCCc1ccccc1)C(=O)CCC(=O)Nc1ccccn1	0.5%	-2%	1	-4	-15%	0	0%	-1%	-1	1	-3%
Cc1ccc(NC(=O)CN2C(=O)NC(Cc3c[nH]c4ccccc34)C2=O)cc1S(=O)(=O)N1CCCCC1 (stereo not given)	-1.4%	-9%	4	-9	22%	2	-2%	-7%	-6	3	1%
COc1cc2[nH]c(=S)n(Cc3ccc(C)cc3)c(=O)c2cc1OC	0.0%	2%	1	1	17%	5	-2%	-1%	2	2	0%
O=C(O)CCC(=O)Nc1ccc(F)cc1	0.2%	4%	3	-7	/	3	0%	-7%	-1	3	1%
Cc1c(Br)c([N+](=O)[O-])nn1CC(=O)NCc1ccco1	0.3%	-2%	10	-10	-3%	-2	0%	5%	-3	1	-19%
CC12CC3CC(C)(C1)CC(C(=O)NCc1ccncc1)(C3)C2	-0.6%	-6%	-9	9	-2%	6	3%	-1%	2	0	3%
Cc1nc2cc(NCc3cc([N+](=O)[O-])ccc3O)ccc2n1Cc1ccccc1	0.3%	-3%	13	3	?	/	4%	0%	-3	-2	6%
COc1ccc(NC(=O)c2ccccc2N(Cc2ccccc2)S(C)(=O)=O)c(OC)c1	-0.5%	-4%	1	-10	-15%	-13	-1%	-2%	1	0	1%
Cn1nc(C(=O)OCc2ccc(Br)cc2F)c2ccccc2c1=O	-0.3%	30%	1	2	0%	-6	0%	0%	-1	0	0%
c1ccc(Cc2cc(-c3ccccc3)on2)cc1	-0.6%	24%	12	12	1%	-7	-2%	-2%	19	4	3%
O=C(NCCCCc1ccccc1)C1CC(c2ccc([N+](=O)[O-])cc2)=NO1 (stereo not given)	0.0%	11%	5	-4	0%	1	-1%	1%	?	0	0%
C/C(=N\NC(=O)CNc1cccc2ccccc12)c1ccc(Br)s1	-0.3%	-8%	i	-25	?	9	1%	2%	5	-1	-6%
COc1ccc(NC(=O)CSc2nc3c(c(=O)n2C)SCC3)cc1OC	-0.2%	18%	19	-25	/	/	3%	2%	-3	/	7%
Cc1cccc2nc(-c3cccc(NC(=O)c4ccc(Cl)cc4)c3)cn12	2.0%	18%	25	-1	7%	?	/	0%	7	1	2%
Cc1ccc(OCC(=O)Nc2ccc3c4c(cccc24)CC3)c(C)c1	-2.1%	9%	-4	15	2%	-18	0%	3%	-2	3	-1%
